Source: PubChem BioAssay
MBNL1 CUG block – inhibitors of human MBNL1 binding to CUG repeat RNA; TR-FRET MBNL1-His/biotin-(CUG)12 binding, 665/545 ratio; Q9NR56; Potency, µM (titrated, usually from 57.5 µM), for the others: at the highest dose activity change, negative = inhibition, usual class: inhibitors; hit rate 0.036% among 280,000; active means well fitted inhibition curve with a large enough effect in the signal ratio, with a control signal flat, not every such curve was filed as active; inconclusive means small, poorly fitted or top-dose-only effect, or effect the other way, or a change in a side signal; inactive means no such curve, though single readings can be large or run the other way; the % refers to the signal ratio; further: potency means the concentration at half of the fitted maximal effect; on the % scale 0 is the no-effect control and ±100 the full control effect
Target sequence (Q9NR56 whole entry, looked up): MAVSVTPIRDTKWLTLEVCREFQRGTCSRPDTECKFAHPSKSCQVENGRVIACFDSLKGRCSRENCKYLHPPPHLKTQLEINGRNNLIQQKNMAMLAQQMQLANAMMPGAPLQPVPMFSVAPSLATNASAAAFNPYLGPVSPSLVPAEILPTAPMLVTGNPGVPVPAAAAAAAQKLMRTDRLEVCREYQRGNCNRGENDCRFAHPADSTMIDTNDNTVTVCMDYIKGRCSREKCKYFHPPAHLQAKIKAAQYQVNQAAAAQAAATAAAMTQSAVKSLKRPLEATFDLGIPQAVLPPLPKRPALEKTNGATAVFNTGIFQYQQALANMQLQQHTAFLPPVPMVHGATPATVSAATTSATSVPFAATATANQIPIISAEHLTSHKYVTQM
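Compounds (final 92 nM to 58 uM) are added to His-tagged MBNL1 and biotin-(CUG)12, then terbium anti-His antibody and streptavidin-XL665 (5 nM final). After 60 min at room temperature, the 665/545 nm ratio is read.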
GALK inhibitor – blocks human galactokinase activity | P51570 | Purified GALK, Kinase-Glo residual ATP luminescence | Potency, µM (doses to about 57.5 µM), for the others: at the top dose activity change, negative = inhibition, most hits filed as inhibitors | hit rate 0.007% among 270,000 | AID 1868; further: potency means the concentration at half of the fitted maximal effect; on the % scale 0 is the no-effect control and ±100 the full control effect
Target sequence (P51570 whole entry, looked up): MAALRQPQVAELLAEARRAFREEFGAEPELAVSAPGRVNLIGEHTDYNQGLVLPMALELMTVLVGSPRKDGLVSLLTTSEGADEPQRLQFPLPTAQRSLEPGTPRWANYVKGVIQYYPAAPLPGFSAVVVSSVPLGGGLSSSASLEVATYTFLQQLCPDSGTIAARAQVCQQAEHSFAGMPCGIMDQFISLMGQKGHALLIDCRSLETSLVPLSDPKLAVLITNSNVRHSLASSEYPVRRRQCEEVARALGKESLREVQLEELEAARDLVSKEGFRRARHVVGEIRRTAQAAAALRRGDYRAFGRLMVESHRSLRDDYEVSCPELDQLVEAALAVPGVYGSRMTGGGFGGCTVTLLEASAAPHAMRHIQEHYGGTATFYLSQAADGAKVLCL
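ATP-depletion format; final 35 uM ATP, 100 uM D-galactose, 5 nM enzyme; pH 8.0 HEPES/Mg2+ buffer; 60 min RT; luminescence read 10 min after detection reagent.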
Mito fusion act – inhibitors of mitochondrial division or activators of mitochondrial fusion. S. cerevisiae fusion-defective mutant growth rescue, CellTiterGlo 48 h. Potency, µM (top dose mostly 46.1 µM), for the others: at the highest dose growth rescue (activation), actives largely listed as activators. hit rate 0.23% among 320,000;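 further: potency means the concentration at half of the fitted maximal effect; % of control where 0% means no effect; nearly all actives have a fitted effect of over 45% in size; temperature-sensitive fusion mutants such as fzo1-1 at 37 °C on non-fermentable ethanol glycerol medium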
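Luminescent cell viability in 1536-well qHTS format served as the measure of rescued growth in ts fusion-mutant S. cerevisiae cultured on non-fermentable YPEG for 48 hours at 37C.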
Menin-MLL TR inh – displaces Texas Red mutant MLL peptide from human menin | hit rate 0.23% among 270,000 | Potency, µM (series often up to 61.6 µM), for the others: at the top dose FP activity change, negative = inhibition, hits mostly inhibitors | Menin + Texas Red MLL mutant peptide, fluorescence polarization | O00255 | AID 1768; active means well fitted inhibition curve with a large enough effect in the polarisation, with a control signal flat, not every such curve was filed as active; inconclusive means small, poorly fitted or top-dose-only effect, or effect the other way, or a change in a side signal; inactive means no such curve, though single readings can be large or run the other way; the % refers to the polarisation; further: potency means the concentration at half of the fitted maximal effect; % of control where 0% means no effect; many of its hits are not listed in these tables
TSHR antagonist – antagonists of human thyroid stimulating hormone receptor; hit rate 0.2% among 330,000; activity change, negative = inhibition, % at 11.5 µM; AID 504810; P16473; TSHR-expressing cells, TSH-stimulated cAMP HTRF, 2 h; stronger effect = lower value;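 active means activity change below a set negative limit, meaning inhibition stronger than a set level, cut at about -70% in these data; inconclusive means activity change between two set negative limits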; further: on the % scale 0 is the no-effect control and ±100 the full control effect
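TSHR-expressing cells, 200/well, pre-treated with compound, then stimulated with EC80 TSH (4nM final) for 2 hours at 37 deg C. cAMP measured by competitive HTRF: anti-cAMP cryptate antibody in lysis buffer plus cAMP-d2, read after 30 minutes at room temperature.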
PKM2 activator – activators of human pyruvate kinase M2; P14618; purified PKM2, Kinase-Glo ATP luminescence, activation; response scale: 0% is enzyme alone, no compound; Potency, µM (titrated, usually from 57.5 µM), without a hit: at the highest dose activation, hits mostly activators; hit rate 0.34% among 260,000; further: potency means the concentration at half of the fitted maximal effect; on the % scale 0 is the no-effect control and ±100 the full control effect; nearly all actives have a fitted effect of over 55% in size
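hPK-M2, >95% pure; 0.1 mM ADP / 0.5 mM PEP final; imidazole pH7.2 buffer w/ 7 mM MgCl2, 50 mM KCl; 1 h RT; Kinase-Glo lum. Intermediate enzyme activity for dual inhibitor/activator qHTS.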
USP2a inh – USP2a (human) protease inhibition | O75604 | USP2 core, Ub-CHOP2 coupled fluorogenic reporter, 485/531 | Potency, µM (titrated, usually from 38.3 µM), inactives show at the highest dose activity change, negative = inhibition, usual class: inhibitors | hit rate 0.01% among 330,000;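 further: potency means the concentration at half of the fitted maximal effect; plate controls were DMSO wells for no effect and full inhibition by NEM control for full effect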
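Cell-free coupled assay: 10nM USP2 core preincubated 30min RT with compound in Tris-HCl pH 8.0/CaCl2/CHAPS buffer, then 25nM Ub-CHOP2 and 25nM reporter substrate; fluorescence (Ex 485/Em 531) read after 60min RT, normalized to NEM inhibition, concentration-response curves fitted.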
Eya2 inh – blocks the phosphatase activity of human Eya2. recombinant Eya2, OMFP fluorescence dephosphorylation (OMFP is methylfluorescein phosphate). Potency, µM (highest dose often 76.9 µM), for inactives: at the top dose activity, negative = inhibition, usual class: inhibitors. hit rate 0.006% among 330,000. AID 488837; further: potency means the concentration at half of the fitted maximal effect; on the % scale 0 is the no-effect control and ±100 the full control effect
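Eya2 protein (added as 0.2 uM solution) was preincubated with compound for 10 min at ambient temperature in 50 mM HEPES pH 7.5, 50 mM NaCl, 5 uM MgCl2, 0.05% BSA, 1 mM DTT. OMFP (added at 50 uM) then reacted 10 min; fluorescence read at 485/525 nm.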
ASM inhibitor – blocks human secretory acid sphingomyelinase; placental ASM, HMU-PC fluorogenic substrate, 60 min; Potency, µM (series often up to 57.5 µM), for inactives: top-dose activity change, negative = inhibition, most hits filed as inhibitors; hit rate 0.006% among 340,000; further: potency means the concentration at half of the fitted maximal effect
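Fluorescence read-out (Ex 386 nm, Em 447 nm) after stopping the reaction at pH 10. Enzyme: ASM from human placenta; substrate HMU-PC0, 9 uM final; 60 min, 37 °C. Compound preincubation 10 min, ambient temperature.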
hERG WT inh – blocks the wildtype human KCNH2 potassium channel; Q12809; U2OS, BacMam KCNH2, thallium flux FluxOr; stronger effect = lower value; activity change, % at 1.84 µM; hit rate 0.37% among 340,000;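 active means maximum activity change below -70%; inconclusive means maximum activity change between -70% and -50%; inactive means maximum activity change above -50%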; further: on the % scale 0 is the no-effect control and ±100 the full control effect
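U2OS cells transduced with wild-type KCNH2 virus are loaded with FluxOr dye for 45 min, and thallium flux is measured in kinetic reads before and after stimulation buffer. Rate constants are normalized to DMSO controls.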
Chronic BCR inh – chronic active BCR signaling inhibition; ABC-DLBCL IkBa-CBG/CBR reporter, luminescence ratio, 4 h; Potency, µM (highest dose often 46.1 µM), for inactives: at the highest dose ratio change, negative = lower green/red ratio, actives largely listed as inhibitors; hit rate 0.05% among 340,000; AID 493014; active means well fitted inhibition curve with a large enough effect in the signal ratio, with a control signal flat, not every such curve was filed as active; inconclusive means small, poorly fitted or top-dose-only effect, or effect the other way, or a change in a side signal; the % refers to the signal ratio;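 further: potency means the concentration at half of the fitted maximal effect; plate controls were basal doxycycline-induced cells for no effect and cells given 10 µM MG132 for full effect; MG132 reads +100%, hits lower the ratio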
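TMD8 ABC-DLBCL cells carrying doxycycline-inducible green luciferase fused to IkappaBalpha plus unfused red luciferase were exposed to compounds (up to 46 uM) for 4 hrs at 37C. Activity came from the overlap-corrected green/red luminescence ratio.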
The depositor's hits bear a star; ? = inconclusive; · = not tested or not shown; [ ] = remark or other dose. Unless noted, the call rests on the fitted dose curve; in most records, active means well fitted curve in the direction sought with a large enough effect; inconclusive means small, poorly fitted or top-dose-only effect, or another doubt; inactive means no such curve, though single readings can be large; an effect the other way counts as inactive or inconclusive.

compound,MBNL1 CUG block,GALK inhibitor,Mito fusion act,Menin-MLL TR inh,TSHR antagonist,PKM2 activator,USP2a inh,Eya2 inh,ASM inhibitor,hERG WT inh,Chronic BCR inh
CCCCc1noc2c1/C(=N\O)CC(c1ccccc1)C2 (stereo unspecified),15%,-2%,7%,3%,-32,-7%,3%,2%,-8%,-6,12%
C=CC(=O)Nc1ccc(CN2C(=O)N(c3c(Cl)c(OC)cc(OC)c3Cl)Cc3cnc(NCCCCN(CC)CC)nc32)cc1,·,·,·,·,-8,·,4%,-2%,6%,-6,?
COc1cnc(-c2ccccn2)nc1N(C)C,2%,0%,-8%,1%,10,-2%,0%,3%,1%,0,-12%
CC(C)CNC(=O)c1cccc(NC(=O)CSc2ccc(Cl)cc2)c1,12%,0%,4%,9%,6,-15%,-2%,7%,-1%,2,?
O=C(O)C1CCCN1S(=O)(=O)c1cccs1 (stereo unspecified),3%,0%,1%,-2%,5,-1%,4%,11%,·,·,2%
COc1cccc(C#Cc2c(C=O)n(C)c3ccccc23)c1,·,·,3%,·,-18,·,2%,8%,·,-12,?
C/C(=N/NC(=O)CNC(=O)c1ccccn1)c1cccc([N+](=O)[O-])c1,?,11%,6%,2%,2,1%,1%,-7%,-3%,2,-4%
CCOC(=O)C(C)Sc1nnc(NC(=O)c2ccc3c(c2)OCO3)s1 (stereo unspecified),-5%,-2%,6%,0%,-29,9%,4%,-5%,4%,1,?
Cc1ccc(NC(=O)c2cccc(OCc3c(C)noc3C)c2)c(C)c1,-4%,-1%,4%,0%,-8,0%,-8%,7%,0%,-7,-12%
Cc1sc(NC(=O)CN2CCOCC2)nc1-c1ccc2c(c1)CCN2S(=O)(=O)c1ccccc1,7%,0%,5%,·,-41,3%,-5%,2%,?,2,?
COc1cccc(CN(C)C(=O)c2ccc3nccnc3c2)c1,16%,1%,2%,-7%,-9,-1%,5%,14%,26%,6,-10%
N#Cc1nc(Cc2cccc3ccccc23)oc1NCCCN1CCOCC1,4%,2%,-2%,3%,-8,7%,-1%,-1%,50%,15,-1%
O=S(=O)(/N=C(/Nc1ccccc1)c1ccccc1)c1cccs1,4%,1%,1%,8%,-8,1%,6%,3%,-3%,-7,4%
O=C(NCc1ccncc1)C1CCN(S(=O)(=O)c2ccccc2)CC1,·,·,-2%,·,10,·,0%,13%,-1%,-8,12%
Cc1cc(C)nc(S/C=C/C(=O)c2ccccc2F)n1,7%,0%,-4%,·,-25,5%,10%,-4%,4%,0,?
COc1ccc(CCNS(=O)(=O)c2ccccc2[N+](=O)[O-])cc1OC,?,-1%,3%,7%,-8,8%,-2%,-3%,2%,-4,?
N#Cc1c(NC(=O)CSc2nnnn2C2CCCC2)sc2c1CCCC2,-9%,0%,7%,2%,17,-16%,-1%,-24%,-9%,-1,-1%
O=C1CC2(CCN(C(=O)c3cccc(Cl)c3)CC2)Oc2ccccc21,·,·,2%,·,-13,·,-2%,0%,0%,7,0%
O=C(Nc1ccc(Cl)c(Cl)c1)c1ccncc1,-3%,-2%,-4%,·,1,-14%,1%,-18%,-2%,-1,?
CN(C)S(=O)(=O)c1ccc2c(c1)nc(CCC(=O)NCCc1ccc(Cl)cc1)n2C,0%,12%,-8%,-11%,-1,·,2%,12%,0%,13,-12%
O=C(CC1(O)C(=O)N(Cc2ccccc2)c2ccccc21)c1ccncc1 (stereo unspecified),19%,-1%,-2%,2%,4,-1%,1%,-27%,-1%,-11,-16%
O=C(CNC(=O)c1cccc(F)c1)N/N=C/c1cccs1,?,0%,-11%,?,-34,·,0%,1%,2%,19,?
O=c1c2c([nH]c3ccccc13)CCCC2,8%,3%,0%,-6%,-5,-10%,1%,-4%,1%,6,0%
O=C1c2cccc(OCc3ccc(F)cc3)c2CCN1Cc1ccccc1,-6%,1%,27%,-16%,-37,-1%,-3%,-3%,-9%,13,?

Complete entries from above.
O=C1c2cccc(OCc3ccc(F)cc3)c2CCN1Cc1ccccc1 is entered as MBNL1 CUG block = -6%; GALK inhibitor = 1%; Mito fusion act = 27%; Menin-MLL TR inh = -16%; TSHR antagonist = -37; PKM2 activator = -1%; USP2a inh = -3%; Eya2 inh = -3%; ASM inhibitor = -9%; hERG WT inh = 13; Chronic BCR inh = ?
O=c1c2c([nH]c3ccccc13)CCCC2 is entered as MBNL1 CUG block = 8%; GALK inhibitor = 3%; Mito fusion act = 0%; Menin-MLL TR inh = -6%; TSHR antagonist = -5; PKM2 activator = -10%; USP2a inh = 1%; Eya2 inh = -4%; ASM inhibitor = 1%; hERG WT inh = 6; Chronic BCR inh = 0%

(continued)
compound,MBNL1 CUG block,GALK inhibitor,Mito fusion act,Menin-MLL TR inh,TSHR antagonist,PKM2 activator,USP2a inh,Eya2 inh,ASM inhibitor,hERG WT inh,Chronic BCR inh
C=CCN(C(=O)CSc1nc2c(sc3ccccc32)c(=O)n1CCN(CC)CC)c1ccccc1,-3%,-2%,3%,?,1,-1%,1%,-5%,1%,-8,0%
O=C1Nc2ccccc2N2CCCC12 (stereo unspecified),-7%,-2%,-2%,-1%,-6,4%,7%,3%,·,·,-3%
COc1ccc(C(=O)O)cc1S(=O)(=O)NC1CCN(Cc2ccccc2)CC1,·,·,·,·,-7,·,2%,-22%,-3%,-1,0%
CCN(CC)c1ccc(/C=N/NC(=O)c2ccco2)c(O)c1,?,5%,1%,·,-7,-8%,-1%,-8%,161%[activator],8,?
CCc1ccc(C(=O)NC(CCSC)C(=O)O)cc1 (stereo unspecified),-13%,0%,-3%,-19%,-4,1%,0%,2%,2%,6,5%
O=C(O)c1ccc(/C=N/NC(=O)c2cc3ccccc3cc2O)cc1,·,·,·,·,-15,·,-1%,5%,2%,-6,?
O=C(N/N=C/c1cc(Br)c(O)c(Br)c1)c1cccc(C(F)(F)F)c1,?,-3%,8%,?,-10,-1%,-1%,-3%,1%,-7,0%
COc1ccc(-c2ocnc2C(=O)N2CCN(Cc3cccnc3)CC2)cc1,-18%,·,0%,·,-1,25%,2%,-30%,0%,2,21%
O=C(CSc1ccc2nnc(-c3ccccc3)n2n1)NCc1ccco1,?,-2%,-1%,-5%,-5,9%,0%,-15%,-1%,-4,0%
O=C(Nc1ccccn1)c1cc(-n2cnnc2)ccc1Cl,-5%,-1%,2%,-10%,3,-3%,-3%,14%,2%,-6,-1%
Cc1ccc(NC(=O)CN(C)C(=O)COc2cc(F)ccc2[N+](=O)[O-])cc1,?,0%,-4%,-12%,-2,-1%,1%,0%,-3%,-1,?
CNC(=O)c1ccsc1NC(=O)c1ccc2c(c1)CCCC2,25%,·,5.6µM*,?,-3,-9%,-2%,-10%,?,4,9%
O=C(O)c1ccc(Cn2ccc3ccccc32)o1,1%,2%,1%,22%,-11,1%,-1%,5%,9%,5,11%
CCCNC(=O)N1CCN(S(C)(=O)=O)CC1,3%,0%,-3%,10%,-16,0%,0%,?,-1%,-1,3%
O=C(CCN1C(=O)/C(=C\c2cccc(Br)c2)SC1=S)NCCCN1CCOCC1,?,16%,27%,-7%,3,5%,0%,-16%,-4%,17,10%
CC(C)(C)NC(=O)CN(CCc1ccccc1)C(=O)c1csnn1,7%,5%,1%,-10%,-2,-4%,1%,2%,6%,-4,5%
CC(=O)Nc1ccc(SCC(=O)c2cc(C)n(CC(F)(F)F)c2C)cc1,7%,0%,-4%,2%,-1,10%,1%,-15%,-3%,-12,3%
C=CCn1c(C)nnc1SCC(=O)N1CCN(S(=O)(=O)c2ccccc2)CC1,-15%,0%,4%,·,12,7%,-11%,2%,-7%,-1,-10%

These rows are one share of the data; count on the stated rates, not on these rows.
